Screens: PubChem BioAssay, several laboratories
NOD1 NF-kB reporter – inhibition of NOD1-driven NF-kB reporter – cell-based, luminescence, uHTS, primary screen (AID 1578) | NOD1-driven NF-kB luciferase reporter cells, luminescence; higher % means a stronger effect | inhibition, % at 4 µM; hits with a dose series show EC50 in µM | 290,000 compounds, 1% hits; in the data active = inhibition mostly above about 36%, no sharp cut-off; inactive = mostly below about 34%;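 also: HEK-293T reporter cells stimulated with the NOD1 agonist gamma-tri-DAP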
Dynein cargo inh – blocks dynein driven cargo transport along microtubules; 3617.4 mouse cells, GR-EGFP nuclear translocation imaging; test concentration mostly 20 µM; stimulated with dexamethasone, 1 µM; stronger effect = lower value; z-score, hits read low; 220,000 compounds, 0.47% hits;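 active = plate z-score of nuclear minus cytoplasmic receptor signal below a set negative limit, without overly bright fluorescence or cell loss, cut at about -3.5 in these data, passing the limit was not always enough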;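 also: z-score of nuclear minus cytoplasmic ring GR-EGFP intensity difference per well; some compounds called inactive have numbers as strong as hits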
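Buffer or medium: tet-free, stripped-serum medium; Also added: dexamethasone, 1.0 µM final; Technique: high-content fluorescence imaging after fixation; Times: 48 h induction, 1 h compound, 30 min dex at 37 °C; Read-out: per-cell GR-EGFP intensity, nucleus versus surrounding cytoplasmic ring, well-averaged.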
M1AAP inhibition – P. falciparum M1AAP inhibitors, biochemical, fluorogenic H-Leu-NHMec substrate, 1536-well (AID 1445); recombinant M1AAP, H-Leu-NHMec fluorogenic kinetic assay; higher % means a stronger effect; inhibition, % at 30 µM, or IC50 in µM where a hit was titrated; 220,000 compounds, 0.42% hits;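 active = primary inhibition above the hit cutoff, then over 50% inhibition at one or more dose response concentrations, cut at about 23% in these data, passing the limit was not always enough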;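 also: plate controls were DMSO full reaction for no effect and no enzyme background for full effect; strong numbers were not always called active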
GPR55 activation – selective activators of receptor GPR55 – imaging, U2OS cells, beta-arrestin-GFP redistribution, primary screen (AID 1961). U2OS GPR55 beta-arrestin-GFP redistribution imaging; higher % means a stronger effect. activation, % at 10 µM; hits with a dose series show EC50 in µM. 290,000 compounds, 0.048% hits;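 active = activation above 40% with more than 50 cells counted in the well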;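 also: U2OS osteosarcoma cells stably expressing GPR55 and beta-arrestin-GFP; plate controls were DMSO negative control for no effect and LPI positive control for full effect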
AID2073 – disruptors of CaV2.2 binding to Mint1 – biochemical, HTRF (AID 2073); inhibition, % at 20 µM, or IC50 in µM where a hit was titrated; 290,000 compounds, 0.19% hits; HTRF protein-protein interaction, Mint1-CaV2.2; higher % means a stronger effect; in the data active = inhibition mostly above about 51%, no sharp cut-off; also: some results filed as inactive read as strong as hits
KOR beta-arrestin-1 – KOR antagonists, beta-arrestin recruitment, cell-based, luminescence, uHTS (AID 1778); KOR beta-arrestin recruitment, luminescence, antagonist mode; higher % means a stronger effect; inhibition, % at 10 µM; hits with a dose series show IC50 in µM; 290,000 compounds, 0.091% hits; also: strong numbers were not always called active
KOR beta-arrestin-2 – KOR agonists, beta-arrestin recruitment, primary screen, cell-based, luminescence, uHTS (AID 1777). KOR beta-arrestin recruitment, luminescence; higher % means a stronger effect. 280,000 compounds, 0.02% hits. activation, % at 10 µM, or EC50 in µM where a hit was titrated; in the data active = activation above about 50%, passing the limit was not always enough; also: a part of the inactive calls stands beside numbers as strong as those of hits
M17LAP inhibition – P. falciparum M17LAP inhibitors, primary screen, biochemical, fluorogenic H-Leu-NHMec substrate, 1536-well (AID 1619); recombinant M17LAP, H-Leu-NHMec fluorogenic kinetic assay; higher % means a stronger effect; inhibition, % at 30 µM, or IC50 in µM where a hit was titrated; 220,000 compounds, 0.38% hits;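 active = compound inhibiting the enzyme by more than half at any dose during confirmatory dose-response retesting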;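 also: plate controls were full reaction with DMSO carrier for no effect and no enzyme background for full effect; strong numbers were not always called active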
HEK293 NOD2/NF-kB – NOD2 signaling inhibitors, cell-based, luminescence, uHTS, HEK293 (AID 1566). HEK293 NOD2/NF-kB luciferase reporter, luminescence; higher % means a stronger effect. inhibition, % at 4 µM, or EC50 in µM where a hit was titrated. 290,000 compounds, 0.63% hits; also: many of its hits are not listed in these tables
Dynein cargo inh cytoplasmic EGFP – recorded beside Dynein cargo inh, whose call it bears; z-score; measured here: cytoplasmic GR-EGFP intensity; stronger effect = higher value
Dynein cargo inh nuclear GR-EGFP – second read-out of Dynein cargo inh, no call of its own (marks repeat the call); z-score; measured here: nuclear GR-EGFP intensity;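 lower value marks the stronger effect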
Dynein cargo inh cell count – recorded beside Dynein cargo inh, whose call it bears; z-score; measured here: cell count per field
Starred values were filed as active, the others as inactive; / = no result given; [ ] = dose if it differs, or a comment. Rule as the data show it, unless noted: active = inhibition above about 50%; inactive = the rest. An excerpt, so the mix of outcomes need not match the whole.

cpd	mol	GPR55 activation	Dynein cargo inh nuclear GR-EGFP	NOD1 NF-kB reporter	HEK293 NOD2/NF-kB	KOR beta-arrestin-1	Dynein cargo inh	Dynein cargo inh cell count	M17LAP inhibition	AID2073	KOR beta-arrestin-2	Dynein cargo inh cytoplasmic EGFP	M1AAP inhibition
1	COc1cccc(OCc2cc(C(=O)NCc3ccccn3)no2)c1	-0.1%	/	-60%	-21%	24%	/	/	/	3%	0.6%	/	/
2	COCCn1c(=O)sc2ccccc2c1=O	0.2%	-0.74	-14%	10%	4%	-0.43	-0.12	6%	-11%	-2.2%	-0.36	4%
3	Cc1nnc(C)n1/N=C/c1cc(Br)ccc1O	-0.2%	-0.22	-24%	-8%	-6%	-0.79	-0.35	-10%	14%	2.8%	-0.11	-2%
4	C=CCOC(=O)C1=C(C)N(C)C(=O)NC1c1cc2c(cc1Br)OCO2 (centres undefined)	0.2%	-0.41	-9%	-4%	19%	-1.3	3.4	4%	4%	5.7%	-0.16	9%
5	CN1CCN(c2nc(Nc3cccc(C(F)(F)F)c3)nc(N3CCOCC3)n2)CC1	0.0%	-0.3	-16%	22%	-1%	-1.2	0.022	1%	1%	1.6%	-0.077	6%
6	O=C(CCc1ccc(S(=O)(=O)NCc2ccccc2)cc1)N1CCN(Cc2ccc3c(c2)OCO3)CC1	-0.3%	0.76	20%	16%	-2%	1.3	-0.3	1%	-6%	-0.6%	0.016	-3%
7	CCc1ccc(NC(=O)C(C)OC(=O)CC(NC(C)=O)c2ccccc2)cc1 (centres undefined)	-0.3%	/	-22%	4%	-23%	/	/	/	8%	1.7%	/	/
8	CC(=O)c1ccc(-n2c(-c3cc(-c4ccco4)[nH]n3)n[nH]c2=S)cc1	-0.1%	1	-19%	15%	2%	1	-1.5	-94%	-7%	-3.7%	-0.2	6%
9	O=C(NNC(=O)c1cccs1)c1ccc2ccccc2c1	-0.2%	0.18	-50%	-31%	29%	-0.43	-0.5	-1%	1%	-5.2%	-0.44	8%
10	CCOC(=O)c1ccc(OS(=O)(=O)c2ccccc2)c(OC)c1	-0.4%	1.1	-70%	-63%	/	1	-2	-5%	-6%	0.1%	-0.2	3%
11	O=C(CNC(=O)Cn1cnc2sc3c(c2c1=O)CCCC3)NCc1ccccn1	0.7%	-0.011	8%	-6%	-15%	-0.34	0.11	18%	2%	1.5%	-0.2	4%
12	COc1cccc2cc(C(C)N(CCCN3CCOCC3)C(=S)Nc3cccc(C)c3)oc12 (centres undefined)	1.3%	0.5	-28%	-4%	-14%	0.63	-0.54	-5%	-9%	0.6%	-0.25	0%
13	COc1ccc(C(=O)c2no[n+]([O-])c2C(=O)c2ccc(OC)cc2)cc1	-0.1%	-0.93	7%	9%	4%	-2.6	-0.057	-6%	20%	1.8%	0.68	8%
14	Cc1ccc(Cn2c(C(=O)O)cc3sccc32)cc1	-0.1%	0.71	-9%	24%	27%	-0.39	0.14	12%	13%	0.7%	-0.31	4%
15	COc1ccc(OC)c(-c2csc(N(C)C(=O)Cc3ccccc3)n2)c1	0.0%	0.078	6%	5%	25%	-0.32	0.5	-4%	-1%	-4.5%	0.067	6%
16	CN(C(=O)C1CCOC1)c1nnc(-c2cccnc2)s1 (centres undefined)	-0.1%	-0.38	-21%	-10%	-8%	-1.2	0.92	10%	0%	1.3%	-0.24	3%
17	CC(=O)NC(C(=O)c1ccccc1)C(=O)c1ccccc1	-0.5%	0.9	-26%	13%	15%	0.14	-0.32	10%	5%	-0.3%	-0.2	8%
18	O=C(COc1ccc(Br)cc1)NCCN1CCCC1	0.1%	/	-25%	-2%	-12%[20 µM]	/	/	/	4%	-2.3%	/	/
19	CCN(CC)S(=O)(=O)c1cccc(C(=O)Nc2nncs2)c1	0.2%	-0.072	-16%	6%	9%	-1	0.79	1%	4%	18%	-0.23	-2%
20	COC(=O)c1ccc(-c2ccco2)n1Cc1ccccc1Cl	-0.1%	-0.045	-3%	-2%	2%	-0.84	0.47	1%	4%	3.8%	1.4	2%
21	C/C(=N\Nc1cccc(Cl)c1)c1ccc(-n2ccnc2)cc1	-0.4%	0.16	-37%	-28%	20%	-0.73	0.88	-6%	-2%	6.0%	-0.16	8%
22	COc1ccc(-c2nc(C#N)c(NCc3ccco3)o2)cc1	0.2%	0.54	-57%	-35%	3%	0.05	0.47	-2%	48%	-4.6%	-0.25	4%
23	O=C(CSc1ccc2c(c1)OCCO2)NCC1CCCO1 (centres undefined)	-0.1%	-0.051	2%	5%	-22%	-0.34	1.8	-4%	-8%	-0.6%	-0.22	4%
24	CCCCC(=O)Nc1ccc(NC(=O)c2ccccc2[N+](=O)[O-])cc1OC	0.1%	0.33	-9%	19%	22%	0.43	0.12	11%	-1%	1.0%	-0.13	3%
25	C/C(CC(=O)Nc1ccccc1Cl)=N\NC(=O)C(=O)NCCO	0.3%	-0.41	-20%	12%	-2%	-1	0.97	7%	2%	1.2%	-0.3	7%

Record cards, from the list above. Values in the order: GPR55 activation	Dynein cargo inh nuclear GR-EGFP	NOD1 NF-kB reporter	HEK293 NOD2/NF-kB	KOR beta-arrestin-1	Dynein cargo inh	Dynein cargo inh cell count	M17LAP inhibition	AID2073	KOR beta-arrestin-2	Dynein cargo inh cytoplasmic EGFP	M1AAP inhibition
COC(=O)c1ccc(-c2ccco2)n1Cc1ccccc1Cl in the list: -0.1%	-0.045	-3%	-2%	2%	-0.84	0.47	1%	4%	3.8%	1.4	2%
CCc1ccc(NC(=O)C(C)OC(=O)CC(NC(C)=O)c2ccccc2)cc1 (centres undefined) in the list: -0.3%	/	-22%	4%	-23%	/	/	/	8%	1.7%	/	/
CCCCC(=O)Nc1ccc(NC(=O)c2ccccc2[N+](=O)[O-])cc1OC in the list: 0.1%	0.33	-9%	19%	22%	0.43	0.12	11%	-1%	1.0%	-0.13	3%
COc1cccc2cc(C(C)N(CCCN3CCOCC3)C(=S)Nc3cccc(C)c3)oc12 (centres undefined) in the list: 1.3%	0.5	-28%	-4%	-14%	0.63	-0.54	-5%	-9%	0.6%	-0.25	0%

Further results follow.
cpd	mol	GPR55 activation	Dynein cargo inh nuclear GR-EGFP	NOD1 NF-kB reporter	HEK293 NOD2/NF-kB	KOR beta-arrestin-1	Dynein cargo inh	Dynein cargo inh cell count	M17LAP inhibition	AID2073	KOR beta-arrestin-2	Dynein cargo inh cytoplasmic EGFP	M1AAP inhibition
26	COc1ccccc1NC(=O)N1CCC(c2nc3ccccc3o2)CC1	0.2%	0.49	-24%	0%	-6%	-0.49	-0.75	-3%	13%	-1.0%	-0.21	3%
27	Cc1ccc(-c2nc(CNC(=O)c3cc(C)on3)cs2)cc1	-0.2%	/	12%	30%	-37%	/	/	/	0%	1.8%	/	/
28	CCn1c(CSCc2ccc(Cl)cc2)nnc1SCC(=O)Nc1cccc(C(=O)O)c1	0.4%	0.72	-21%	14%	-34%	0.7	-0.9	-6%	1%	1.0%	-0.18	1%
29	O=C(COc1ccccc1)N(Cc1cccc(F)c1)C1CCS(=O)(=O)C1 (centres undefined)	-0.1%	/	-21%	12%	16%	/	/	/	-4%	-1.7%	/	/
30	Cc1c(C=O)c2ccccn2c1C(=O)c1cccc([N+](=O)[O-])c1	-1.1%	-0.11	-27%	19%	-4%	-0.51	0.13	1%	38%	-0.6%	-0.29	3%
31	Cc1cccc(Nc2nc(N)c([N+](=O)[O-])c(N3CCCC(C)C3)n2)c1 (centres undefined)	0.2%	-0.073	12%	6%	11%	0.075	-0.028	-2%	34%	-10%	-0.26	6%
32	COc1ccc(CCN(C(=O)Cn2nnc3ccccc32)C(C(=O)NCC2CCCO2)c2ccncc2)cc1OC (centres undefined)	0.0%	0.25	-12%	8%	4%[20 µM]	0.45	0.7	6%	0%	-3.9%	-0.28	4%
33	Cc1ccc(NC(=O)C2CCCN(S(=O)(=O)c3ccc4c(c3)oc(=O)n4C)C2)nc1 (centres undefined)	-0.2%	0.22	-10%	0%	5%	-0.02	0.49	-1%	-4%	-0.5%	-0.22	-6%
34	Cc1ccc(N2CCN(S(=O)(=O)c3ccc(C)cc3)CC2)cc1	-0.2%	/	-11%	11%	-137%[20 µM]	/	/	/	11%	-0.5%	/	/
35	CN(C)CCNC(=O)/C(=C/c1ccc(-c2cccc(Cl)c2)o1)NC(=O)c1ccccc1	-0.3%	-0.53	112%*	-17%	-28%	-0.23	0.66	53%	-10%	-1.3%	-0.18	17%
36	O=C(NCCN1C(=O)S/C(=C/c2ccccc2)C1=O)C1CCCN1C(=O)c1cccs1 (centres undefined)	-0.2%	-0.7	-1%	3%	-13%	-0.83	0.23	15%	-6%	-3.0%	-0.18	9%
37	CC(=O)Nc1cc(C(=O)c2ccccc2)ccc1N1CCOCC1	0.2%	0.072	-13%	6%	9%	-0.12	0.44	21%	6%	-4.8%	0.023	2%
38	CC(=O)c1ccc(NC(=O)c2ccc3c(=O)n4c(nc3c2)CCCCC4)cc1	0.0%	/	-20%	24%	-35%	/	/	/	14%	1.0%	/	/
39	CCOC(=O)c1c(S(=O)(=O)NCCc2ccco2)c(C)n(C)c1C	0.2%	/	-17%	-1%	-6%	/	/	/	-2%	-1.2%	/	/
40	CCOC(=O)c1cnc2c(C(=O)OC)cccc2c1NCc1ccco1	0.2%	1.7	0%	-9%	-7%	1.9	-3.2	-35%	10%	-2.0%	0.37	17%
